HTT cytoprotect: protects HTT-Q103 PC12 cells, measured by ATP; PC12 HTT-Q103 induced, cytoprotection, ATP luminescence, 40 h; Potency, µM (highest dose often 56.4 µM), without a hit: cytoprotection (ATP increase), usual class: activators; 230,000 tested, 0.14% active; AID 1471;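 further: potency means the concentration at half of the fitted maximal effect; % of control where 0% means no effect; nearly all actives have a fitted effect of over 45% in size; toxic huntingtin expression switched on by the ecdysone agonist tebufenozide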
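PC12 cells with ecdysone-inducible HTT exon 1 Q103-GFP, induced with 100 nM tebufenozide and co-treated with library compounds in a dose series (1536-well, 1500 cells/well). Cytoprotection read as ATP content by ATPlite luminescence.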
CBFb-RUNX1 inh: blocks binding between human CBF-beta and RUNX1. 230,000 tested, under 10 active. AlphaScreen CBFb-His/RUNX1-biotin binding, biochemical. Q01196+Q13951. AID 1477. Potency, µM (titrated, usually from 59.8 µM), for the others: top-dose activity, negative = inhibition, usual class: inhibitors; further: % of control where 0% means no effect
Target sequence (Q01196 whole entry, looked up): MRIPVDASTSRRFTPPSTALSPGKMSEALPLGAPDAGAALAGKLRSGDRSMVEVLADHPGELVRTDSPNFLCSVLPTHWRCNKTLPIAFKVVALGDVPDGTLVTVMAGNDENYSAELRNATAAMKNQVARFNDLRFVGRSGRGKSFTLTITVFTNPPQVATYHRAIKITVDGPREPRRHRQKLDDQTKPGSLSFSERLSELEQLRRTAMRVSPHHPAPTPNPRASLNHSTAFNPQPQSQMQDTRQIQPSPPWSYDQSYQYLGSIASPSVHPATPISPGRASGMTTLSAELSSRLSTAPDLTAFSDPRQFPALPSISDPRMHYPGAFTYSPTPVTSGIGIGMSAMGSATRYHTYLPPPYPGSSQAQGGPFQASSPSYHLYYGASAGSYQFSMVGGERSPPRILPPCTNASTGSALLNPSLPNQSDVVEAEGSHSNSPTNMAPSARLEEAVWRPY
Target sequence (Q13951 whole entry, looked up): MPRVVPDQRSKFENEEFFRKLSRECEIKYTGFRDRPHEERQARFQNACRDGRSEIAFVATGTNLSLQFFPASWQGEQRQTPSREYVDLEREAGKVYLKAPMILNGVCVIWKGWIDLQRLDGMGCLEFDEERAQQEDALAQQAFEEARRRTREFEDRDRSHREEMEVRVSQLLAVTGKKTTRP
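CBFb-His/RUNX1-biotin, 30 nM each, preincubated 20 min RT; compound 15 min RT; Ni + streptavidin beads 50 ng each, 90 min RT; AlphaScreen read.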
KinaseGlo FLuc: counter-screen: inhibitors of Kinase-Glo firefly luciferase; Kinase-Glo luciferase, ATP luminescence, 8 min; 200,000 tested, 0.28% active; Potency, µM (highest dose often 38.3 µM), without a hit: top-dose activity change, negative = inhibition, actives largely listed as inhibitors; further: potency means the concentration at half of the fitted maximal effect; on the % scale 0 is the no-effect control and ±100 the full control effect; nearly all actives have a fitted effect of over 60% in size
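Compounds were added to a substrate mix at pH 7.2 (50 mM imidazole, 10 uM ATP, within the enzyme's linear range), followed by Kinase-Glo detection reagent; luminescence was measured after 8 minutes at ambient temperature.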
HttQ103 aggreg: inhibitors of mutant huntingtin aggregate formation in PC12 cells. PC12 HttQ103-GFP aggregates, Acumen cytometry, 40 h. Potency, µM (doses to about 46.1 µM), for inactives: top-dose activity change, negative = inhibition, usual class: inhibitors. 220,000 tested, 1.1% active. AID 1688; further: potency means the concentration at half of the fitted maximal effect; on the % scale 0 is the no-effect control and ±100 the full control effect; nearly all actives have a fitted effect of over 60% in size
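Multiplexed with ATP-based cell death, this channel scores GFP aggregates in PC12 cells expressing inducible HTTex1-Q103-GFP. Induction used 100 nM tebufenozide; compounds were tested in concentration series.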
Lamin A splicing: changes lamin A minigene splicing in HeLa cells. HeLa LMNA splicing GFP/RFP minigene ratio, 48 h. Potency, µM (highest dose often 46.1 µM), without a hit: at the highest dose ratio change, negative = inhibition, actives largely listed as inhibitors. 200,000 tested, 0.01% active. AID 1487; active means well fitted inhibition curve with a large enough effect in the signal ratio, with a control signal flat, not every such curve was filed as active; inconclusive means small, poorly fitted or top-dose-only effect, or effect the other way, or a change in a side signal; the % refers to the signal ratio; further: potency means the concentration at half of the fitted maximal effect; on the % scale 0 is the no-effect control and ±100 the full control effect
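S3 HeLa cells stably expressing lamin A-EGFP splicing minigene plus DsRed2, 600 cells/well, 48 h compound exposure at 37C. Laser-scanning cytometry; analysed as GFP (500-530 nm)/RFP (575-640 nm) total intensity ratio; 0.5% DMSO vehicle.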
SMN2 splice up: enhancers of SMN2 splice variant expression | HEK293 SMN2-luciferase splicing reporter, luminescence, 30-36 h | Potency, µM (titrated, usually from 46.1 µM), inactives show at the top dose activity change, positive = activation, usual class: activators | 210,000 tested, 2.8% active | AID 1458; further: potency means the concentration at half of the fitted maximal effect; % of control where 0% means no effect; nearly all actives have a fitted effect of over 55% in size
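HEK293 cells carry an SMN2 […]–luciferase reporter in which exon 7 inclusion puts luciferase in frame. Cells were plated 10-12 h before compound addition, then incubated 30-36 h at 37C. ONE-Glo luminescence was read; sodium butyrate at 4.5 mM final served as control.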
IMPase Li inh: cell-permeable IMPase inhibitors with lithium potentiation; 210,000 tested, 0.35% active; AID 1457; CHO-M1 cells, IP1 TR-FRET (IP-One), carbachol + lithium; Potency, µM (titrated, usually from 59.4 µM), inactives show top-dose activity, negative = IMPase inhibition, most hits filed as inhibitors;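 further: IP1 builds up when IMPase is blocked and the TR-FRET signal falls; potency means the concentration at half of the fitted maximal effect; plate controls were basal vehicle for no effect and high inhibitor control for full effect; nearly all actives have a fitted effect of over 50% in size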
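Readout is a homogeneous TR-FRET IP1 immunoassay (Ex 320, Em 665 and 620), where raised cytosolic IP1 lowers signal. Cells were CHO-M1 treated 30 min at 37C with test compounds plus a little lithium; AC50 values came from Hill-equation fitting.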
Numbers without * were called inactive; ? = inconclusive; nt = no result given; & = joins results of further samples; ! = a repeat was not active; [ ] = another dose, or the depositor's remark. Unless noted, the call rests on the fitted dose curve; in most records, active means well fitted curve in the direction sought with a large enough effect; inconclusive means small, poorly fitted or top-dose-only effect, or another doubt; inactive means no such curve, though single readings can be large; an effect the other way counts as inactive or inconclusive. This is a subset; rates above refer to the full screens.

Second line of a record: HTT cytoprotect	CBFb-RUNX1 inh	KinaseGlo FLuc	HttQ103 aggreg	Lamin A splicing	SMN2 splice up	IMPase Li inh
- C=C1C[C@]2(O)[C@@]3(C)CCC(=O)C(C)(C)C3=C(O)C(=O)[C@@]2(C)[C@@H]2C(=O)O[C@@](C)(C(=O)OC)C(=O)[C@@]12C
    -3%[10 µM]	4%	nt	-11%[9.22 µM]	nt	nt	-1%
- CCCCCCC(=O)N/N=C/c1c(O)n(CCc2ccccc2)c(=O)[nH]c1=O
    -4%[10 µM]	2%	nt	-11%[9.22 µM]	nt	nt	nt
- CCN1C[C@@]2(COC)CC[C@H](O)[C@@]34[C@@H]2C[C@@H]([C@@H]13)[C@]1(O)C[C@@H](OC)C2C[C@H]4[C@H]1[C@H]2OC(C)=O
    -7%[40.3 µM]	10%[21.7 µM]	-2%[17.1 µM]	nt	-5%	-2%[20.6 µM]	3%
- CC(N=Cc1c(O)n(C2CC2)c(=S)[nH]c1=O)c1ccccc1 (stereo not given)
    -8%[10 µM]	3%	nt	-6%[9.22 µM]	nt	nt	nt
- CCOC(=O)C1CN(C)CCC1=O (stereo not given)
    -14%	10%	3%	20%	5%	-8%	0%[38.3 µM]
- O=C(Cn1cnc2sc3c(c2c1=O)CCCC3)NCCCC(=O)N1CCC2(CC1)OCCO2
    8%	1%	-1%	15%	-11%	-1%	19%[38.3 µM]
- COc1ccc(CNC(=O)C(NC(C)=O)C(C)C)cc1OC (stereo not given)
    6%	-4%	1%	-8%	5%[46 µM]	15%	-1%
- CC(=O)[O-].CC(=O)[O-].CC(=O)[O-].[Cr+3]
    -57%[inhibitor]	14%[21.7 µM]	nt	nt	nt	-16%	-11%
- COC(=O)C(O)(c1ccc(NC(=S)NC(=O)c2ccccc2)cc1)C(F)(F)F (stereo not given)
    8%	3%	0%	12%	?	-10%	3%[38.3 µM]
- COc1ccc(-c2[nH]ncc2CNC(C)Cc2ccsc2)c(F)c1 (stereo not given)
    -1%[10 µM]	7%	nt	-14%[9.22 µM]	nt	nt	-7%
- CCc1cc(=O)[nH]c(SCCCF)n1
    -20%	-7%	1%	-6%	?	13%	-3%
- C/C(=N\NC(=O)c1ccccc1)c1c(O)n(Cc2ccccc2)c(=O)[nH]c1=O
    -1%[10 µM]	-2%	nt	32%[9.22 µM]	nt	nt	nt
- CCOc1cc(CNC(C)C(O)c2ccccc2)cc(Cl)c1OCC (stereo not given)
    nt	1%	10%	-32%	-4%	-32%[inhibitor]	7%
- N#Cc1c(Cl)cccc1Cl
    nt	nt	0%	nt	-7%	-1%	0%
- COc1cc2c3cc1Oc1c(OC)c(OC)cc4c1C(Cc1cccc(c1)Oc1ccc(c(O)c1)CC3N(C)CC2)N(C)CC4 (stereo not given)
    -40%[inhibitor]	4%	0%	nt	nt	15%	-8%

Other structures:
Second line of a record: HTT cytoprotect	CBFb-RUNX1 inh	KinaseGlo FLuc	HttQ103 aggreg	Lamin A splicing	SMN2 splice up	IMPase Li inh
- FC(F)(F)c1ccc2c(c1)N(CCCN1CCN(CCCl)CC1)c1ccccc1S2
    -1%	-6%	-4%	4%	?	-85%[inhibitor]	48%[activator][38.3 µM]
- CN(C)C(=S)SSC(=S)N(C)C
    -309%[inhibitor]	?	-2%&0%	1µM*!	?	5%&-106%&-3%	27%&28%&7%
- CCC(C)n1c(O)c(C=NCCN2CCOCC2)c(=O)[nH]c1=S (stereo not given)
    3%[10 µM]	2%	nt	-5%[9.22 µM]	nt	nt	nt
- CCC(=Nc1cccc(C(F)(F)F)c1)c1c(O)n(C)c(=O)n(C)c1=O
    5%[10 µM]	3%	nt	-3%[9.22 µM]	nt	nt	nt
- N#Cc1ccc(CN2CCCC3(CCN(C(=O)Oc4ccccc4)CC3)C2)cc1
    14%	nt	-2%	nt	nt	-23%	21%
- CC/C(=N\NC(=O)c1ccccc1)c1c(O)n(Cc2ccccc2)c(=O)[nH]c1=O
    22%[10 µM]	5%	nt	10%[9.22 µM]	nt	nt	nt
- CNC1=CN(O)C(c2ccccc2)=c2cc(Cl)ccc2=N1
    ?	6%	0%[39.9 µM]	-7%&6%	?	nt	-5%
- CCCOP(=O)(OCCC)C(Nc1cccc(C(F)(F)F)c1)c1ccc(C)cc1 (stereo not given)
    -5%	13%	nt	-5%	?	nt	nt
- O=C(c1ccc2c(c1)OCO2)N1CCC2(CC1)OCCO2
    -7%	0%	4%	-8%	4%	12%	21%[38.3 µM]
- COc1ccc(NC2(C#N)CCCCC2)cc1
    nt	-7%	-4%	?	nt	-19%	-15%
- CC(Cc1ccccc1Sc1ccccc1)N(C)C (stereo not given)
    nt	0%	-4%	7%	12%	-12%	26%
- Cc1[nH]c2ccccc2c1C(=O)C(=O)N1CC2CC(C1)c1cccc(=O)n1C2 (stereo not given)
    nt	4%	-3%	32%	nt	21%	-10%
- Cc1ccc(C2=NN(CCC(=O)N3CCC4(CC3)OCCO4)C(=O)CC2)cc1
    -15%	-4%	0%	28%	?	-14%	-9%
- CC1=NN=C(c2ccc(N)cc2)c2cc3c(cc2C1)OCO3
    6%	-21%	-2%&-7%	nt	?	-5%	4%&12%
- CCCCn1c(O)c(C(C)=NCC2CCCO2)c(=O)[nH]c1=O (stereo not given)
    6%	6%	-2%	1%	1%	-8%	18%[38.3 µM]

New compounds follow.
Second line of a record: HTT cytoprotect	CBFb-RUNX1 inh	KinaseGlo FLuc	HttQ103 aggreg	Lamin A splicing	SMN2 splice up	IMPase Li inh
- CCCCOC(=O)c1ccccc1C(=O)OCCCC
    5%	14%[21.7 µM]	-2%	nt	-10%	-2%&24%	14%&0%
- CC(C)CC(C)N (stereo not given)
    6%	-7%[21.7 µM]	nt	nt	nt	5%	-10%
- COC1C(O)C(C)O[C@@H](OC2CC[C@@]3(C)C4CC[C@]5(C)C(C6=CC(=O)OC6)CC[C@@]5(O)C4CC[C@@H]3C2)C1O (stereo not given in full)
    nt	nt	-3%	nt	?	-104%[inhibitor]	0%
- COc1ccc(C(=O)C2CCCN(Cc3cnc(C)s3)C2)cc1OC (stereo not given)
    -5%[10 µM]	2%	nt	-9%[9.22 µM]	nt	nt	15%
- CC1(C)CCC(C)(C)c2c1ccc(O)c2Cc1c(O)ccc2c1C(C)(C)CCC2(C)C
    6%[10 µM]	nt	-2%[7.66 µM]	nt	nt	-7%[9.22 µM]	6%
- Cc1ccc(C2SCC(=O)Nc3c2c(=O)[nH]n3C2CCOC(C)(C)C2)cc1 (stereo not given)
    17%[10 µM]	15%	5%	23%	-8%	9%	10%[38.3 µM]
- Cc1nn(Cc2ccccc2)c(Cl)c1C(=O)OCC(=O)NCC1CCCO1 (stereo not given)
    8%[10 µM]	-8%	7%	3%	-2%[46 µM]	6%	3%
- CC(NCC#Cc1ccccc1)C(O)c1ccccc1 (stereo not given)
    nt	5%	-1%	-7%	?	12%	0%
- CN1C2CCC1CC(OC(c1ccccc1)c1ccc(Cl)cc1)C2 (stereo not given)
    -99%[inhibitor]	3%&15%	-2%	?	?	-44%&-29%[inhibitor]	25%&32%
- COC(=O)C1C2c3ccccc3OC1(C)N=c1s/c(=C/c3cnn(C)c3C)c(=O)n12 (stereo not given)
    3%	4%	0%	-18%	7%	-6%	24%[38.3 µM]
- NC[C@@H](Cc1ccccc1)P(=O)(O)O
    -9%[10 µM]	nt	-5%[7.66 µM]	nt	nt	2%[9.22 µM]	4%
- O=c1cccc2n1CC1CC2CN(S(=O)(=O)c2ccc(F)cc2)C1 (stereo not given)
    -24%	-1%	3%	7%	7%[46 µM]	7%	-1%
- CCOCCOC(C)=O
    -1%	5%[21.7 µM]	nt	nt	nt	5%	4%
- CCC(=O)c1ccc(OC(=O)N(C)c2ccccc2)cc1
    -78%[inhibitor]	10%	-1%	-3%[9.22 µM]	?	11µM*	-1%
- CCOc1ccccc1-n1c(O)c(C=NCc2ccc3c(c2)OCO3)c(=O)[nH]c1=O
    1%	6%	12%	?	?	-1%	-8%[38.3 µM]

More compounds follow.
Second line of a record: HTT cytoprotect	CBFb-RUNX1 inh	KinaseGlo FLuc	HttQ103 aggreg	Lamin A splicing	SMN2 splice up	IMPase Li inh
- FCCN(CCF)c1cccc(Cl)c1
    19%[10 µM]	4%	nt	13%[9.22 µM]	nt	nt	nt
- CC(C)(O)[C@H]1O[C@H]2CC[C@@]3(C)[C@@](O)(CC[C@H]4Cc5c([nH]c6ccccc56)[C@@]43C)C2=CC1=O
    -19%	-20%	2%	?	nt	11%	3%
- CS(=N)(=O)CC[C@H](N)P(=O)(O)O (stereo not given in full)
    -9%[10 µM]	nt	3%[7.66 µM]	nt	nt	5%[9.22 µM]	-1%
- O=C1NC(=O)N(c2cccc(Cl)c2)C(=O)/C1=C\c1ccc(Sc2nc3ccccc3[nH]2)o1
    4%[10 µM]	?	-7%	-10%	-4%	7%	-4%
- COc1cc2c(cc1OC)-c1c(OC)c(OC)cc3c1[C@H](C2)N(C)CC3
    nt	6%[2.36 µM]	12%	2%	-14%	0%	16%
- CCC(C)n1c(O)c(C=Nc2cccc(C(F)(F)F)c2)c(=O)[nH]c1=S (stereo not given)
    14%[10 µM]	-6%	0%	-7%	-6%	-10%	3%
- COc1ccc(OC)c(CC(=O)O)c1
    -7%	2%	-1%	-2%	0%	-6%	2%[38.3 µM]
- COc1cc2c(C(=O)O)c(C)n(C)c2cc1Br
    -16%	6%	-2%	-15%	?	0%	13%
- Cc1ccc(-n2c(C)nc3ccccc3c2=O)cc1C
    2%[10 µM]	-1%	2%	12%[9.22 µM]	-7%[46 µM]	-3%	5%
- CCCS(=O)(=O)N1CCC(C(=O)N2CCC3(CC2)OCCO3)CC1
    -2%	4%	nt	10%	-2%	nt	nt
- CCOC(=O)c1c(-n2c(C)cc(/C=C3\C(=O)NC(=O)N(C)C3=O)c2C)sc2c1CCCC2
    -29%	-1%	-1%	9%	?	14%	21%[38.3 µM]
- Cc1[nH]c2ccccc2c1/C=N/O
    -5%[0.074 µM]	-1%	-5%	-1%	17%	-2%	-12%[38.3 µM]
- Cc1ccc(Cn2ccc(NC(=O)c3cc(-c4ccc(Cl)cc4)on3)n2)cc1
    -12%	1%	-2%	6%	0%	-15%	-16%[38.3 µM]
- O=C1Nc2cc(Cl)c(Cl)cc2N2CCNC[C@H]12
    -20%	?	1%	nt	nt	nt	17%

Bioassay records as filed in PubChem BioAssay.
